Compound activity: PubChem, The Scripps Research Institute Molecular Screening Center
PREPL inhibitor = inhibitors of human prolyl oligopeptidase-like enzyme PREPL; Q4J6C6; recombinant PREPL, fluorescence polarization activity-based probe; inhibition, % at 5.96 µM; 320,000 compounds, 0.68% hits; AID 2751; in the data active = inhibition above about 43%;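 also: 0% = enzyme with DMSO and 100% = wells lacking enzyme; many of its hits are not listed in these tables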
PAFAH2 FP inh = PAFAH2 (human) inhibition; recombinant PAFAH2, FP-rhodamine activity probe, fluorescence polarization; inhibition, % at 3.39 µM; 340,000 compounds, 0.99% hits;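 active = inhibition above the mean over all tested compounds plus 3 SD, cut at about 30% in these data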;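 also: inhibitors block probe labeling of enzyme so polarization drops; 0% = enzyme with DMSO and 100% = wells lacking PAFAH2 protein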
PAFAH1B3 inh = blocks human PAF acetylhydrolase 1B catalytic subunit 3 | Q15102 | recombinant PAFAH1B3, FP-rhodamine probe, fluorescence polarization | inhibition, % at 3.39 µM | 340,000 compounds, 0.28% hits;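 active = inhibition above the screen-wide average of all tested compounds plus 3 SD, cut at about 25% in these data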;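 also: 0% = enzyme with DMSO only and 100% = wells lacking PAFAH1B3 protein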
Target sequence (Q15102 whole entry, looked up): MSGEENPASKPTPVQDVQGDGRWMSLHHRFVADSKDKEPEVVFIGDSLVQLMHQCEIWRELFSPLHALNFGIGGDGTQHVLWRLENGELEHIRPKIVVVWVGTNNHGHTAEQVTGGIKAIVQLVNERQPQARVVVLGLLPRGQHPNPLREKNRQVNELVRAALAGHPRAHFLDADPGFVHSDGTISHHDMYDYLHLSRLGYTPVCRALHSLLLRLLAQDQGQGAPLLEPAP
LYPLA2 inh = counter-screen for PME1 inhibitors: inhibitors of human LYPLA2; inhibition, % at 5.9 µM; 320,000 compounds, 0.38% hits; AID 2177; recombinant LYPLA2, FP-Rh probe fluorescence polarization; O95372;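 active = inhibition above the screen-wide mean plus 3 SD, limit set per campaign, cut at about 26% in these data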;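 also: 0% = LYPLA2 with DMSO and 100% = wells lacking LYPLA2 enzyme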
Target sequence (O95372 whole entry, looked up): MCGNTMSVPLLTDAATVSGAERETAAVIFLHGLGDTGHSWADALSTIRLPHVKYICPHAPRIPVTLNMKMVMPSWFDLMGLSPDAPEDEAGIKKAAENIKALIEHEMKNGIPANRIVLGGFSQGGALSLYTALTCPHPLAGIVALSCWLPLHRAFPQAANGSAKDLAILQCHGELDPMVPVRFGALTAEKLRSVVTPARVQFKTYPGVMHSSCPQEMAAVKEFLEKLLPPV
LYPLA1 inh = blocks human lysophospholipase 1, a PME1 counter-screen | O75608 | recombinant LYPLA1, FP-Rh probe fluorescence polarization | inhibition, % at 5.9 µM | AID 2174 | 320,000 compounds, 0.16% hits;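 active = inhibition above the mean of all tested compounds plus 3 SD, set per campaign, cut at about 14% in these data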;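 also: inhibitors block serine hydrolase probe labeling of LYPLA1 so polarization falls; 0% = enzyme with DMSO and 100% = wells lacking LYPLA1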
PAFAH1B2 FP inh = inhibitors of human PAFAH1B2; inhibition, % at 3.39 µM; recombinant PAFAH1B2, FP-rhodamine activity probe, fluorescence polarization; 340,000 compounds, 1.2% hits; P68402;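 active = inhibition above the mean of all tested compounds plus 3 SD, cut at about 24% in these data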;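 also: 0% = enzyme with DMSO and 100% = wells lacking PAFAH1B2; many of its hits are not listed in these tables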
Target sequence (P68402 whole entry, looked up): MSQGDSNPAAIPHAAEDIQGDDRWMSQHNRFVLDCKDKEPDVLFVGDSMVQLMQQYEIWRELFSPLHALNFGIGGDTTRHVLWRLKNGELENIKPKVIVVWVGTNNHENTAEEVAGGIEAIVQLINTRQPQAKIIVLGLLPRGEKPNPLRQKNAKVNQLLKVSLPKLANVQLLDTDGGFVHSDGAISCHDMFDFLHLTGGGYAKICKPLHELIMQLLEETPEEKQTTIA
ZTA DNA inh = blocks Epstein-Barr virus ZTA, an EBNA-1 counter-screen | ZTA-DNA binding, fluorescence polarization | inhibition, % at 11 µM | 320,000 compounds, 0.15% hits | P03206; in the data active = inhibition above about 33%
Target sequence (P03206 whole entry, looked up): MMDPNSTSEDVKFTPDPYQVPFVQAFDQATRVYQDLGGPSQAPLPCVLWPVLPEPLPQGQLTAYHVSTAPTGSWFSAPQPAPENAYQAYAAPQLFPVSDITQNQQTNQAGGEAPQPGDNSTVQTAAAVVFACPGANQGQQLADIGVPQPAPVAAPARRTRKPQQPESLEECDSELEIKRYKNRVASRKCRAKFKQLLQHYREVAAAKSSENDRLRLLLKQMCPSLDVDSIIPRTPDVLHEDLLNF
pPAFAH inh = inhibitors of human plasma PAF acetylhydrolase (pPAFAH); 330,000 compounds, 1.5% hits; Q13093; AID 463082; recombinant pPAFAH, FP-rhodamine probe fluorescence polarization; inhibition, % at 3.39 µM;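 active = inhibition above the mean inhibition across the screen plus 3 SD, cut at about 25% in these data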;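 also: inhibitors block binding of the rhodamine activity-based probe so polarization drops; 0% = enzyme with DMSO and 100% = wells lacking pPAFAH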
EBNA-1 inh = blocks EBNA-1 binding to DNA; EBNA-1 DNA binding, fluorescence polarization; inhibition, % at 14.8 µM; 300,000 compounds, 0.34% hits; in the data active = inhibition above about 28%
* = called active by the depositor; . = not tested or not shown. A portion of the library (hit frequency here may not be typical).

SMILES | PREPL inhibitor | PAFAH2 FP inh | PAFAH1B3 inh | LYPLA2 inh | LYPLA1 inh | PAFAH1B2 FP inh | ZTA DNA inh | pPAFAH inh | EBNA-1 inh
Cc1ccc(S(=O)(=O)Nc2cc3c(C(=O)O)c(C)oc3c3ccccc23)c(C)c1 | 1 | 20 | -5 | -5 | -4 | 2 | -2 | 19 | 8
CCOC(=O)c1nnc(-c2cccs2)nc1Oc1ccc(Cl)cc1 | 1 | 14 | 3 | 5 | 0 | 3 | -5 | 1 | -1
Cc1cc(C2C(C#N)=C(N)Oc3n[nH]c(C)c32)c(C)s1 (configuration not stated) | -4 | -6 | -2 | -2 | 1 | 0 | 2 | -2 | -19
COc1ccc(-c2c(NC(=O)c3ccco3)oc3c(C)cccc3c2=O)cc1OC | 4 | -6 | 6 | -4 | -5 | 3 | -3 | 6 | -12
O=C1c2ccccc2CN1CCNS(=O)(=O)c1ccc(Cl)cc1 | -2 | 5 | 8 | 0 | 1 | 11 | 13 | 0 | -6
COc1ccc(C2=NN(S(C)(=O)=O)C(c3ccc4nccnc4c3)C2)cc1 (configuration not stated) | -13 | 1 | 8 | -2 | 0 | 2 | -4 | 0 | 2
CCOC(=O)C(C)Sc1nc2c(c(-c3cccs3)c1C#N)CCC2 (configuration not stated) | -5 | -4 | 3 | 1 | -5 | 1 | -5 | 10 | -4
C=CCc1c(C)nc(SC)nc1Nc1ccc(C(=O)O)cc1 | 4 | -1 | 5 | -5 | 1 | 7 | 7 | 0 | 0
CN(C)S(=O)(=O)c1ccc(Cl)c(NC(=O)COC(=O)c2ccc3c(c2)NC(=O)CS3)c1 | 10 | 48* | 1 | 5 | -2 | 1 | -5 | 0 | 13
O=C1c2cccc3cccc(c23)C(=O)N1CC1CCCO1 (configuration not stated) | -5 | 0 | 7 | 1 | 0 | 6 | 16 | 1 | -3
CCCCn1c(N)c(N(CC)C(=O)c2cccc(S(=O)(=O)N3CCN(C)CC3)c2)c(=O)[nH]c1=O | 10 | 10 | 10 | 0 | 4 | 2 | -1 | 5 | 5
COc1ccc(OCC(=O)Nc2cccc(-c3nc4ccccc4[nH]3)c2)cc1 | -19 | -40 | -14 | -65 | -39 | -11 | 16 | -10 | 6
Cc1ccc(C(=O)N2CCNC(=O)C2CC(=O)Nc2ccccc2)cc1 (configuration not stated) | 1 | 7 | 0 | -2 | -2 | 2 | -11 | -1 | -7
Nc1ccc2nc3c(=O)n(CCc4ccccc4)c(=O)[nH]c3nc2c1 | 21 | . | . | 7 | 6 | . | -7 | 17 | -13
O=C(N/N=C/c1ccc(O)c(O)c1)c1cccc(S(=O)(=O)N2CCCCC2)c1 | 7 | 2 | -1 | 1 | -5 | 7 | -2 | 3 | 7
Cc1ccc(CNC(=O)COC(=O)Cn2nc(C)c([N+](=O)[O-])c2C)cc1 | -7 | -3 | 2 | -6 | 0 | 8 | 2 | -8 | -4
Cc1cc(Cl)ccc1NC(=O)CSc1nnc(-c2ccncc2)n1Cc1ccco1 | 11 | -1 | 7 | -2 | -5 | 0 | -1 | -1 | -1
Cc1ccc(C(=O)NNC(=O)C2CCN(S(=O)(=O)c3ccc(C)cc3)CC2)cc1 | -2 | 2 | 5 | 6 | 3 | 9 | -11 | 0 | 0
Cc1[nH]c2ccccc2c1/C=N/NC(=O)c1cc(-c2cccs2)[nH]n1 | 28 | 14 | 22 | 10 | 1 | 11 | -15 | 27* | 6
O=C(NC1CCCCC1)C1CC(=O)N(c2ccc(Cl)cc2)C1 (configuration not stated) | 14 | -1 | 2 | -1 | -1 | 0 | 7 | 5 | 10
O=C(CC1Sc2ccccc2NC1=O)OCC(=O)N1CCc2ccccc21 (configuration not stated) | -74 | 8 | 9 | -4 | -3 | 0 | 14 | 3 | -2
Cc1ccc2c(c1)C(O)(CC(=O)c1cccnc1)C(=O)N2 (configuration not stated) | -3 | 4 | 5 | 1 | 0 | 0 | 1 | 0 | -1
COc1ccc(NC(=S)N(CCc2c(C)[nH]c3ccc(C)cc23)Cc2cccs2)cc1 | 11 | 3 | -2 | -7 | -12 | -4 | 12 | 3 | -11
CCn1c(=O)c2ccccc2n(CC(=O)NC2CCCCC2)c1=O | 9 | 7 | -5 | -6 | -4 | 2 | -11 | -4 | -2
CC(=O)N1N=C(N)SC12CCCC2 | 10 | 11 | 3 | 2 | -1 | 4 | -6 | -2 | -16
O=S(=O)(NCCOCC(F)(F)F)c1ccc2oc3ccccc3c2c1 | -45 | 2 | 6 | 5 | -5 | 3 | -14 | -2 | -3
Cc1csc(SCC(=O)Nc2cc([N+](=O)[O-])ccc2F)n1 | 8 | 4 | 6 | 1 | -1 | 2 | 5 | 1 | .
O=C(CC(=O)c1ccccc1)Nc1ccccc1C(F)(F)F | -7 | 3 | 12 | -5 | -3 | 6 | 0 | 4 | -3
O=C1CN(C(=O)/C=C/c2ccc(Cl)cc2Cl)CCN1 | -16 | 9 | 7 | 1 | -2 | 5 | 12 | -2 | -4
O=C(/C=C/c1ccc(O)c(O)c1)NC(=O)c1ccccc1O | -1 | 3 | 7 | -5 | -4 | 6 | -2 | 3 | -3
Cc1nnc(SCC(=O)Nc2ncc3c(n2)CC(c2ccccc2)CC3=O)s1 (configuration not stated) | -4 | 2 | 6 | 0 | -1 | -1 | -4 | -1 | 2
O=C(c1cc(-c2ccc(O)cc2)on1)N1CCCC1 | 11 | -6 | 5 | 3 | 0 | 7 | -12 | 5 | 11
COC(=O)c1ccccc1NC(=S)N(Cc1ccc2c(c1)OCO2)Cc1cc2ccc(OC)cc2[nH]c1=O | -25 | -21 | -7 | -37 | -25 | -2 | 10 | -9 | 8
CCc1nnc(NC(=O)CCN2C(=O)c3ccccc3S2(=O)=O)s1 | 15 | -1 | 1 | 11 | 4 | 0 | 3 | -1 | -13
Cc1ccccc1N=Nc1c(O)n(C)c2ccccc12 | -11 | 6 | 8 | 2 | 2 | 2 | 2 | 3 | 2
COc1cccc2c1Oc1ncccc1N(C(=O)CCC(=O)NCc1ccc(C)cc1)C2 | -5 | 5 | 6 | 2 | 4 | 0 | -7 | 8 | -6
Cc1nc2nc(C)c(CCC(=O)NCc3ccc4c(c3)OCO4)c(C)n2n1 | 9 | -5 | 4 | 2 | -1 | 4 | -6 | -2 | 4
Brc1ccc(COc2ncnc3ccccc23)cc1 | -6 | 4 | 2 | 7 | 0 | 7 | 5 | 5 | 4
CN(CC(=O)NC1CCN(Cc2ccccc2)CC1)S(=O)(=O)c1ccc(Cl)cc1 | 17 | 5 | 1 | 3 | 1 | -2 | -14 | 2 | .
COc1ccccc1NC(=O)CN1CCN(C(=O)c2ccco2)CC1 | -3 | -5 | -3 | 2 | -1 | 5 | 3 | 3 | -2
Cc1ccc(OCC(=O)Nc2nnc(S(=O)(=O)N3CCCCCC3)s2)cc1C | -1 | 7 | 7 | -4 | -3 | -5 | 5 | 1 | 3
CCOC(=O)c1nc(Nc2ccc(OC)cc2)c2ccccc2n1 | 13 | 6 | 8 | 6 | 4 | -1 | -17 | 3 | -1
COc1cccc(CN(Cc2ccco2)S(=O)(=O)c2ccc(S(=O)(=O)NCc3ccccc3)cc2)c1OC | -4 | -9 | -17 | -56 | -30 | -12 | 28 | -4 | 2
O=C(NNC(=O)c1ccc2ccccc2n1)c1ccc(O)cc1 | 8 | 3 | 1 | -1 | 1 | 2 | 3 | -2 | .
O=C(CN1CCCCCC1=O)OCc1ncc(-c2ccccc2)o1 | -1 | -2 | 2 | -5 | 1 | 3 | -2 | -2 | -4
CC(OC(=O)c1cc(=O)[nH]c2ccccc12)C(=O)NC1CCCC1 (configuration not stated) | 8 | 0 | 6 | 3 | 1 | 0 | -20 | 5 | .
CN1CCC(N(C)S(=O)(=O)c2ccc(NC(=O)COc3ccc(Br)cc3Cl)cc2)CC1 | 25 | -5 | 2 | -7 | -10 | 0 | -8 | 0 | -9
O=C1CCCC(O)=C1N=Nc1ccc(Cl)c(Cl)c1 | 13 | 33* | -2 | -3 | 4 | 4 | 3 | 6 | 5
CC(C)C[C@@H](COc1ccccc1)N1CCN(CCc2ccccc2)CCC1=O | -19 | 6 | 1 | 5 | 3 | 5 | 3 | 4 | -6
CCC(=O)N1CCc2cc(S(=O)(=O)N3CCCCC3CC)ccc21 (configuration not stated) | -2 | 2 | -3 | -1 | 0 | 3 | 2 | 2 | -8

Random excerpt: 2 compounds from above
SMILES | PREPL inhibitor | PAFAH2 FP inh | PAFAH1B3 inh | LYPLA2 inh | LYPLA1 inh | PAFAH1B2 FP inh | ZTA DNA inh | pPAFAH inh | EBNA-1 inh
O=C(c1cc(-c2ccc(O)cc2)on1)N1CCCC1 | 11 | -6 | 5 | 3 | 0 | 7 | -12 | 5 | 11
CC(C)C[C@@H](COc1ccccc1)N1CCN(CCc2ccccc2)CCC1=O | -19 | 6 | 1 | 5 | 3 | 5 | 3 | 4 | -6

(continued)
SMILES | PREPL inhibitor | PAFAH2 FP inh | PAFAH1B3 inh | LYPLA2 inh | LYPLA1 inh | PAFAH1B2 FP inh | ZTA DNA inh | pPAFAH inh | EBNA-1 inh
CC(C)c1ccc(N2C(=O)CC(Sc3ncn[nH]3)C2=O)cc1 (configuration not stated) | 3 | -8 | 0 | -8 | -5 | 17 | 3 | 3 | 2
O=C1CCC(=O)N1c1ccccc1OS(=O)(=O)c1ccccc1 | 1 | 2 | 2 | 0 | 0 | 4 | 0 | 0 | 9
O=C(CN1C(=O)NC2(CCCCC2)C1=O)NCCc1ccc(Cl)cc1Cl | 5 | 0 | -4 | . | . | 4 | . | 0 | .
OC1c2cc(Br)ccc2N=C2CCCN21 (configuration not stated) | 5 | 9 | 5 | 7 | 1 | 0 | 6 | 1 | 0
O=C(Cc1ccsc1)N1CCN(S(=O)(=O)c2ccccc2F)CC1 | 5 | -2 | -2 | 6 | 2 | 8 | -8 | 2 | .
COc1ccc2[nH]c3c(=O)n(CCCC(=O)NC4CCC(C)CC4)c(=S)[nH]c3c2c1 (configuration not stated) | 4 | -1 | 3 | -6 | 1 | 2 | -6 | 2 | -16
CC(C)Sc1nc2c([nH]1)c(=N)ncn2Cc1ccccc1 | 4 | -3 | 3 | -1 | 0 | 5 | -2 | 7 | -2
CCOC(=O)C1=C(O)C(Nc2nccs2)(C(F)(F)F)N=C1C (configuration not stated) | -8 | -7 | 1 | 6 | -1 | -3 | -6 | 2 | -8
CCn1c(C)c(C(C)=O)c(N2CCN(c3ccc(F)cc3)CC2)nc1=S | 20 | 9 | -2 | -1 | -1 | -3 | 5 | 3 | 3
CNC(=O)Nc1cc(C(C)(C)C)no1 | 6 | -7 | -5 | 10 | -2 | -3 | -26 | 8 | -18
CC1CSC(N(C(=O)c2ccc(S(C)(=O)=O)cc2)c2ccc(Cl)cc2)=N1 (configuration not stated) | -15 | 1 | 5 | 6 | 0 | -2 | -3 | 9 | -5
COc1cc(/C=C/C(=O)OCC(=O)Nc2ccc(S(=O)(=O)N3CCCC3)cc2)ccc1O | 23 | 1 | 6 | 10 | -7 | -6 | 1 | -1 | 2
CCOc1ccc(NC(=O)CN(C)C(=O)Cc2ccsc2)cc1OCC | 14 | -1 | 2 | 0 | 3 | 1 | 3 | -2 | .
O=C(Cc1ccc(Cl)cc1)Nc1ccc(NC(=O)c2ccccc2)cc1 | 14 | 7 | -3 | 4 | 2 | 2 | 1 | -1 | -2
